Screens (PubChem)
MEP2-GFP yeast = yeast TOR pathway MEP2-GFP modulation. 0.51% of 330,000 active. GFP response vs DMSO, % at 10 µM. S. cerevisiae MEP2-GFP strain, flow cytometry GFP, 3 h; 100% = DMSO control level;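 active = GFP response versus DMSO above a set limit, roughly screen mean plus 3 SD, cut at about 180% in these data; inconclusive = fewer than 70 cells counted for a yeast strain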;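 also: median GFP fluorescence of the barcode-gated MEP2-GFP cells per well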
GRK2 inh = inhibitors of human GRK2 displacing RNA aptamer | inhibition of aptamer binding, % at 10 µM | P25098 | 0.59% of 330,000 active | bead flow cytometry, FAM-aptamer displacement from GRK2;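 active = inhibition of aptamer binding above 40%, roughly 3 SD of noise, on plates passing a quality check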;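 also: median bead fluorescence of bound FAM aptamer so fluorescent compounds give negative values; no value below 0 was filed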
GASC-1 inh = blocks human GASC-1 demethylase activity. GST-JMJD2C(1-420) H3K9me3 demethylation, DELFIA europium. inhibition, % at 2.35 µM. 0.069% of 330,000 active. AID 2099;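 active = more than half of a compound's replicate wells show inhibition beyond 50%, single wells judged on their own value; inconclusive = some, but no more than half, of replicates pass 50% inhibition; inactive = no replicate passes 50% inhibition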;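 also: signal counts dimethyl H3K9 product captured on neutravidin plate; 0% = median of DMSO wells and 100% = 0.3 times that DMSO median; strong numbers were not always called active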
Target sequence (Q9H3R0 1-420 limits assumed): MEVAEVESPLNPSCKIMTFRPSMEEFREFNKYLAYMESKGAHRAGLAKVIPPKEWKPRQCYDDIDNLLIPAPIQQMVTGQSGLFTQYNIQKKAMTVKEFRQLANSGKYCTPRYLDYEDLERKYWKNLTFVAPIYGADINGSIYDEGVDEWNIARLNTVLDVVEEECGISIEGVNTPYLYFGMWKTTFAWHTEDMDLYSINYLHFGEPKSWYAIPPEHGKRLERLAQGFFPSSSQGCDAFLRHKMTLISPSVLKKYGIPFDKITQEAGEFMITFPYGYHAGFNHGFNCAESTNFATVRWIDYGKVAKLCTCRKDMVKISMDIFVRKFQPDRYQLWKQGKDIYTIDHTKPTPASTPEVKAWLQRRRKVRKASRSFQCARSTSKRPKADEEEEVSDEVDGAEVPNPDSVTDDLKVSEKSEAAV
CIT2 TOR yeast = modulators of TOR pathway CIT2-GFP in S. cerevisiae | S. cerevisiae CIT2-GFP strain, flow cytometry, 3 h; 100 means same as DMSO wells | GFP response vs DMSO, % at 10 µM | 0.065% of 320,000 active | AID 2029;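 active = GFP response relative to DMSO above a set limit, near the screen mean plus 3 SD, cut at about 150% in these data; inconclusive = Fewer than 70 cells measured for a yeast strain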;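 also: ratio of well median GFP fluorescence to mean of DMSO wells on the plate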
AGP1 TOR yeast = yeast TOR pathway AGP1-GFP modulation; S. cerevisiae AGP1-GFP multiplex flow cytometry, 3 h; GFP as percent of DMSO wells; GFP response vs DMSO, % at 10 µM; AID 2066; 0.02% of 320,000 active;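 active = GFP response relative to DMSO above a set limit, near screen average plus 3 SD, cut at about 150% in these data; inconclusive = fewer than 70 cells counted for the yeast strain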;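 also: median GFP channel fluorescence of the gated AGP1 strain per well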
LAP4-GFP MLPCN = alters LAP4-GFP fluorescence in TOR pathway yeast screen | GFP response vs DMSO, % at 10 µM | S. cerevisiae LAP4-GFP multiplex, flow cytometry GFP, 3 h; median GFP as percent of DMSO wells | 0.34% of 320,000 active | AID 2023;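 active = GFP response vs DMSO above a set limit, about the screen mean plus 3 SD, cut at about 150% in these data; inconclusive = under 70 cell events counted for the yeast strain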
RPL19A TOR yeast = modulators of TOR pathway RPL19A-GFP in S. cerevisiae; S. cerevisiae RPL19A-GFP strain, flow cytometry, 3 h; hits give low values; percent response vs DMSO, % at 10 µM; 0.3% of 330,000 active; AID 2025;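 active = percent response vs DMSO below 50%; inconclusive = fewer than 70 events counted for the yeast strain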;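 also: median channel GFP fluorescence of the barcoded RPL19A-GFP strain; ratio of sample median GFP to plate DMSO average so 100% = DMSO; lower means less RPL19A-GFP as with rapamycin TOR inhibition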
VLA-4 inh = inhibition in a human VLA-4 binding assay | 0.2% of 330,000 active | P13612 | VLA-4 expressing cells, ligand binding flow cytometry | inhibition, % (about 7 µM as worked out from the volumes in the protocol); in the data active = inhibition above about 50%
Starred values were filed as active, the others as inactive; i = inactive; ? = inconclusive; · = not tested or not shown; & = joins results of further samples; [ ] = dose if it differs, or a comment.

[1] O=C(CSc1nnc2ccccn12)NNC(=O)c1ccccc1F
[2] COc1ccc(/C=C(\C#N)C(=O)OCC(=O)N2CC(C)OC(C)C2)cc1 (centres undefined)
[3] COc1ccc(CCNC(=O)CN2CCC(C)CC2)cc1OC
[4] COC(=O)c1c(N)sc2c1CC(C)(C)OC2
[5] Cc1cc(C)c2c(c1)c(C)cc1nnc(SCC(=O)c3cccs3)n12
[6] CSCC[C@H](NC(=O)Nc1ccc(OC(F)(F)F)cc1)C(=O)O
[7] COC(=O)CSc1nnc(-c2ccco2)n1-c1ccc(C)cc1
[8] CCOC(=O)c1c(-c2ccccc2)nc2ccc(C)cn12
screen / no.	1	2	3	4	5	6	7	8
MEP2-GFP yeast	106	81	100	110	102	109	96	104
GRK2 inh	0	4	4	0	0	3	2	0
GASC-1 inh	-4	5	0	11	0	1	-4	2
CIT2 TOR yeast	111	75	98	112	105	103	94	99
AGP1 TOR yeast	100	87	95	109	109	105	89	97
LAP4-GFP MLPCN	92	72	103	108	102	110	100	129
RPL19A TOR yeast	106	91	100	113	102	104	92	88
VLA-4 inh	6	-16	17	6	-2	1	3	i

[9] CN(C)c1cccc(C(=O)NCC(c2ccco2)N(C)C)c1 (centres undefined)
[10] CCOc1ccc(NS(=O)(=O)c2ccc(NS(C)(=O)=O)cc2)cc1
[11] Cc1cc(C)nc(NS(=O)(=O)c2ccc(NC(=O)c3cccc(N4C(=O)CCC4=O)c3)cc2)n1
[12] O=C(NCC1CCN(Cc2ccc(F)cc2)CC1)Nc1cc(F)ccc1F
[13] CCNC(=S)Nc1ccc(S(=O)(=O)Nc2cc(C)nc(C)n2)cc1
[14] NC(=O)CC(NC(=O)c1ccccc1)c1ccc(N2CCN(c3ccccc3)CC2)c([N+](=O)[O-])c1 (centres undefined)
[15] O=c1oc(/C=C/c2ccc([N+](=O)[O-])s2)nc2ccccc12
[16] CCC(=O)Oc1ccc(C(=O)Nc2cccc(C(=O)NCC(C)C)c2)cc1
screen / no.	9	10	11	12	13	14	15	16
MEP2-GFP yeast	?	101	95	116	127[may fluoresce violet]	104	185*	105
GRK2 inh	0	0	1	0	6	0	4	3
GASC-1 inh	15	4	8	-2	17	4	8	-6
CIT2 TOR yeast	?	110	91	99	?	105	161*	122
AGP1 TOR yeast	?	101	92	96	20[may fluoresce violet]	104	103	107
LAP4-GFP MLPCN	?	96	90	95	89[may fluoresce violet]	98	154*	94
RPL19A TOR yeast	?	99	100	103	77[may fluoresce violet]	101	116	114
VLA-4 inh	4	-4	-3	15	-3	2	-145	-3

Sorted by the number under AGP1 TOR yeast (largest number first): 3 from the list above.
[4] COC(=O)c1c(N)sc2c1CC(C)(C)OC2
[3] COc1ccc(CCNC(=O)CN2CCC(C)CC2)cc1OC
[11] Cc1cc(C)nc(NS(=O)(=O)c2ccc(NC(=O)c3cccc(N4C(=O)CCC4=O)c3)cc2)n1
screen / no.	4	3	11
MEP2-GFP yeast	110	100	95
GRK2 inh	0	4	1
GASC-1 inh	11	0	8
CIT2 TOR yeast	112	98	91
AGP1 TOR yeast	109	95	92
LAP4-GFP MLPCN	108	103	90
RPL19A TOR yeast	113	100	100
VLA-4 inh	6	17	-3

Next structures follow:
[17] COC(=O)C(NC(C)=O)(Nc1ccccc1)C(=O)OC
[18] CC(=O)N1CCn2c3ccc(C)cc3c3cccc1c32
[19] O=C(CN1CCN(S(=O)(=O)c2ccc(F)cc2)CC1)NC1CCCC1
[20] Cc1ccc2oc(C(=O)Nc3ccc(S(=O)(=O)Nc4onc(C)c4C)cc3)c(C)c2c1
[21] CCOC(=O)c1ccc(NC(=O)COc2ccc(CNCCO)cc2OCC)cc1
[22] COc1ccccc1NC(=O)c1ccc(NC(=O)COC(=O)C2CC2C)cc1 (centres undefined)
[23] CC(=O)c1ccc2c(c1)OCCOCCOCCOCCOCCO2
[24] CCC1S/C(=N/N=C/c2ccco2)NC1=O (centres undefined)
screen / no.	17	18	19	20	21	22	23	24
MEP2-GFP yeast	104	111	94	96	99	108	94	101
GRK2 inh	7	2	3	5	0	0	1	1
GASC-1 inh	-2	8	-1	5	6	8	0	-19
CIT2 TOR yeast	97	91	104	85	96	103	103	105
AGP1 TOR yeast	102	99	98	91	90	98	102	103
LAP4-GFP MLPCN	99	113	93	64	96	103	106	104
RPL19A TOR yeast	97	104	101	106	88	98	93	101
VLA-4 inh	9	0	13	6	8	-8	8	10

[25] COc1cc(CN(C)CCc2ccccn2)cc(OC)c1OC
[26] COc1cccc(C(=O)N/N=C/c2ccc(OC)c(COc3ccccc3C(N)=O)c2)c1
[27] CN1CCN(CCCn2cnc3c(=O)oc4ccccc4c32)CC1
[28] CC(=O)c1cnc2c(-c3ccc(Cl)cc3)cnn2c1C
[29] COc1ccccc1NC(=O)c1ccc(S(=O)(=O)N2CCCC2)cc1
[30] O=C(Cc1ccccc1)Nc1nc(=O)c2ccccc2s1
[31] Cc1ccc(C(C)C)c(OCc2nnc(SCC(=O)Nc3nccs3)n2C)c1
[32] CC(C)NC(=O)C1CCN(Cc2cccc(Oc3ccccc3)c2)CC1
screen / no.	25	26	27	28	29	30	31	32
MEP2-GFP yeast	98	103	101	100	87	95	104	103
GRK2 inh	0	2	3	0	1	2	0	0
GASC-1 inh	6	-1	-7	·	12	3	7	7
CIT2 TOR yeast	100	108	·	98	93	86	93	99
AGP1 TOR yeast	104	114	105	101	91	87	101	100
LAP4-GFP MLPCN	99	105	89	111	107	95	96	93
RPL19A TOR yeast	101	105	101	96	94	94	102	105
VLA-4 inh	10	-11	0	-6	3	-4	3	11

[33] CCOC(=O)N1CCC(Nc2c(NCCCN3CCN(CC)CC3)c(=O)c2=O)CC1
[34] Cc1ccc(NC(=O)Cc2cccs2)cc1Cl
[35] Cc1cc(C)c2c(=O)n(CC(=O)Nc3cccc(F)c3)sc2n1
[36] COc1ccccc1CN(C)C(=O)c1cccc(S(=O)(=O)N2CCc3ccccc3C2)c1
[37] CC(C)CC(NC(=O)C(NC(=O)OC(C)(C)C)C(C)C)C(=O)N1CCCC1C(N)=O (centres undefined)
[38] NC(=O)CSc1nc(-c2ccccc2)c(-c2ccccc2)o1
[39] Cc1ccccc1Nc1nnc(SCC(=O)NCc2ccco2)s1
[40] O=C(COC(=O)c1ccc2ncsc2c1)Nc1ccc(Cl)cc1
screen / no.	33	34	35	36	37	38	39	40
MEP2-GFP yeast	102	108	104	96	92	109	102	107
GRK2 inh	3	1	0	0	0	2	0	3
GASC-1 inh	-2	-5	-7	1	3	-5	1	-4
CIT2 TOR yeast	100	109	103	95	89	106	106	95
AGP1 TOR yeast	108	105	113	94	86	99	97	88
LAP4-GFP MLPCN	94	103	110	98	86	114	99	125
RPL19A TOR yeast	97	108	102	98	86	99	89	101
VLA-4 inh	6	7	-3	15	-2	-1	7	-16

[41] COc1cccc(C(=O)c2c(C)c(CCC#N)n3ccccc23)c1OC
[42] COc1ccc(OC)c(/C=C/C(=O)NC2=NCCS2)c1
[43] O=C(CNC(=O)c1ccc(Cl)cc1)OCC(=O)N1CCCC1
[44] CCN1C(=O)CC(C(=O)Nc2ccc(F)cc2)SC1=Nc1ccc2c(c1)OCO2 (centres undefined)
[45] O=C(CN1C(=O)C2CC=CCC2C1=O)NCc1ccc2c(c1)OCO2 (centres undefined)
[46] Cn1cc(/C=N\NC(=O)C2COc3ccccc3O2)c2ccccc21 (centres undefined)
[47] N#Cc1cc([N+](=O)[O-])ccc1NCCCn1ccnc1
[48] CC(C)Oc1ccc(C(=O)N2CCCc3ccccc32)cc1
screen / no.	41	42	43	44	45	46	47	48
MEP2-GFP yeast	101	100	90	81	103	97	93	95
GRK2 inh	1	0	0	0	0	2	0	2
GASC-1 inh	-4	-3	-10	-11&-6	-7	-6	-6	2
CIT2 TOR yeast	96	94	84	86	114	100	97	91
AGP1 TOR yeast	99	103	92	89	114	99	94	98
LAP4-GFP MLPCN	103	93	103	82	110	105	102	96
RPL19A TOR yeast	98	104	89	91	107	105	93	94
VLA-4 inh	11	-2	6	-4	-4	1	9	-5

[49] O=C(OCC(=O)N1CCc2ccccc21)c1ccc[n+]([O-])c1
[50] Cc1ccc(NC(=O)C2CCC(CNC(=O)[C@@H]3Cc4ccccc4CN3)CC2)c(C)c1 (some centres undefined)
[51] CN(CC(=O)NC1CCN(Cc2ccccc2)CC1)S(=O)(=O)c1ccc(Cl)s1
[52] C[C@H](NC(=O)c1nc[nH]c1C(=O)N1CCNCC1)C(=O)OC(C)(C)C
[53] NS(=O)(=O)c1cnccc1Nc1ccc(Cl)c(Cl)c1
[54] CCOC(=O)c1c(N)nn(C(=O)CC)c1-c1ccccc1
[55] CC(C)(C)n1nnnc1C(c1ccc(Cl)cc1)N(Cc1cccnc1)Cc1ccco1 (centres undefined)
screen / no.	49	50	51	52	53	54	55
MEP2-GFP yeast	107	108	100	95	100	100	121
GRK2 inh	0	1	0	0	4	0	2
GASC-1 inh	-2	30	15	-4	6	-3	7
CIT2 TOR yeast	110	99	98	83	98	100	121
AGP1 TOR yeast	101	105	104	84	100	96	·
LAP4-GFP MLPCN	102	103	100	103	93	102	115
RPL19A TOR yeast	102	100	97	95	103	96	110
VLA-4 inh	-34	1	6	3	18	2	-2

Filtered by structure: the compounds so far containing an aryl methoxy group (9)
[2] COc1ccc(/C=C(\C#N)C(=O)OCC(=O)N2CC(C)OC(C)C2)cc1 (centres undefined)
[3] COc1ccc(CCNC(=O)CN2CCC(C)CC2)cc1OC
[22] COc1ccccc1NC(=O)c1ccc(NC(=O)COC(=O)C2CC2C)cc1 (centres undefined)
[25] COc1cc(CN(C)CCc2ccccn2)cc(OC)c1OC
[26] COc1cccc(C(=O)N/N=C/c2ccc(OC)c(COc3ccccc3C(N)=O)c2)c1
[29] COc1ccccc1NC(=O)c1ccc(S(=O)(=O)N2CCCC2)cc1
[36] COc1ccccc1CN(C)C(=O)c1cccc(S(=O)(=O)N2CCc3ccccc3C2)c1
[41] COc1cccc(C(=O)c2c(C)c(CCC#N)n3ccccc23)c1OC
[42] COc1ccc(OC)c(/C=C/C(=O)NC2=NCCS2)c1
screen / no.	2	3	22	25	26	29	36	41	42
MEP2-GFP yeast	81	100	108	98	103	87	96	101	100
GRK2 inh	4	4	0	0	2	1	0	1	0
GASC-1 inh	5	0	8	6	-1	12	1	-4	-3
CIT2 TOR yeast	75	98	103	100	108	93	95	96	94
AGP1 TOR yeast	87	95	98	104	114	91	94	99	103
LAP4-GFP MLPCN	72	103	103	99	105	107	98	103	93
RPL19A TOR yeast	91	100	98	101	105	94	98	98	104
VLA-4 inh	-16	17	-8	10	-11	3	15	11	-2

Hits appear at their usual frequency; overall some 1.7% were active at least once.
